KKLEB tox – counter-screen for CF NF-kB inhibitors: cytotoxicity; KKLEB CF airway cells viability, ATPlite luminescence, overnight; hits give low values; cells stimulated with P. aeruginosa culture filtrate; activity change (cytotoxicity), % at 5 µM; 360,000 tested, 0.36% active;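 active means corrected activity change at or below -50% at 5 µM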
Peg3 promoter – Peg3 promoter activity inhibition. HeLa PEG-Prom luciferase reporter, luminescence, overnight. inhibition, % at 20 µM. 360,000 tested, 1.7% active;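 active means inhibition of at least 50% at 20 µM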
CaV13 ICDI inh – Disruptors of the CACNA1D IQ motif to Ca2+-dependent inactivation inhibitor domain association, primary screening, Förster resonance energy transfer in intact living … | inhibition, % at 12.3 µM | HEK cells, CFP/YFP FRET ICDI-IQ, plate reader, 10 min; percent FRET-ratio fall versus neutral wells | 340,000 tested, 0.098% active;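 active means mean replicate inhibition of at least 30% and at least 1% of replicates passing that level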;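 further: 0% = median of the neutral control wells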
Vif inh – HIV Vif inhibition; 340,000 tested, 0.35% active; inhibition, % at 7.49 µM; HEK293T cells, Vif self-association by quenched fluorescence, imaging, 24 h; in the data active means inhibition above about 50%, passing the limit was not always enough; further: some results filed as inactive read as strong as hits
HIF-2a block – inhibitors of HIF-2a | 786-0 RCC cells HIF-2a reporter, luciferase luminescence, overnight | inhibition, % at 18.8 µM | 360,000 tested, 0.72% active | AID 624352;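 active means inhibition of the luminescence signal of 40% or more relative to plate controls, in a single-dose primary screen at 18.75 µM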
TRPM1 prom inh – MITF TRPM1 promoter inhibition in SK-MEL-5 cells; inhibition, % at 12.5 µM; SK-MEL-5 TRPM1 promoter luciferase, 24 h; 330,000 tested, 0.83% active;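 active means mean inhibition across replicates of 60% or more, whatever share of single replicates reaches that level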; further: values of inactives mirror those of a sister screen read the other way
NR2E3 ag-1 – activates human NR2E3 receptor. Q9Y5X4. CHO-S Gal4-NCOR/VP16-NR2E3 two-hybrid, luciferase. inhibition of corepressor binding, % at 3.98 µM. 360,000 tested, 0.35% active. AID 602229;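 active means inhibition above the mean of all tested compounds plus 3 SD, cut at about 70% in these data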;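 further: 0% = DMSO with NR2E3 transfected cells and 100% = cells lacking NR2E3 construct; higher means lower luciferase signal from less NR2E3 corepressor binding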
Target sequence (Q9Y5X4 whole entry, looked up, the tested form may be a part): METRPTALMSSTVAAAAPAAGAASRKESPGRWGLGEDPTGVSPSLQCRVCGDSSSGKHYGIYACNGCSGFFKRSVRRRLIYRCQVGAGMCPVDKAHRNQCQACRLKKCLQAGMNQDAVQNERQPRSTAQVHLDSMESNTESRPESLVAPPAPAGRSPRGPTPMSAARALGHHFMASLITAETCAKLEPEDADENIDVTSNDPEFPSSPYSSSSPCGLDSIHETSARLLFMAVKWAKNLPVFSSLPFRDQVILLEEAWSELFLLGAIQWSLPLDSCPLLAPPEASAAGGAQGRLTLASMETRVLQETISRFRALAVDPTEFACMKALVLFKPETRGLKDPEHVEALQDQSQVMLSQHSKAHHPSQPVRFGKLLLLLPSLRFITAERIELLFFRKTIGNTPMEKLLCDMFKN
NR2E3 ag-2 – NR2E3 (human) agonism; inhibition of corepressor binding, % at 4.78 µM; GST-NR2E3/biotin-RetCOR TR-FRET, 1536-well; 320,000 tested, 0.12% active; AID 2300; Q9Y5X4;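 active means percent inhibition above the cutoff of mean plus 3 SD of all tested compounds, set per screening campaign, cut at about 20% in these data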;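 further: 0% = DMSO wells and 100% = biotin wells as full block of FRET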
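Assay system: NR2E3–RetCOR corepressor complex. Quantity: 1.35 nM GST-NR2E3. Buffer or medium: pH 7.5 Tris-based buffer. Reagent: biotinylated RetCOR corepressor at 7 nM final. Schedule: 5 h at 4 °C. Detection: TR-FRET, emission read at 617 and 671 nm. Replicates: one well per compound, singlicate testing.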
PDI turbidity – PDI (human) enzyme inhibition; PDI insulin aggregation turbidity, A650, 90 min; AID 588391; P07237; inhibition, % at 10 µM; 350,000 tested, 0.052% active;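 active means mean inhibition across replicates of 30% or more, whatever share of single replicates reach that level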;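 further: absorbance from insulin aggregation driven by PDI reduction with DTT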
Target sequence (P07237 whole entry, looked up): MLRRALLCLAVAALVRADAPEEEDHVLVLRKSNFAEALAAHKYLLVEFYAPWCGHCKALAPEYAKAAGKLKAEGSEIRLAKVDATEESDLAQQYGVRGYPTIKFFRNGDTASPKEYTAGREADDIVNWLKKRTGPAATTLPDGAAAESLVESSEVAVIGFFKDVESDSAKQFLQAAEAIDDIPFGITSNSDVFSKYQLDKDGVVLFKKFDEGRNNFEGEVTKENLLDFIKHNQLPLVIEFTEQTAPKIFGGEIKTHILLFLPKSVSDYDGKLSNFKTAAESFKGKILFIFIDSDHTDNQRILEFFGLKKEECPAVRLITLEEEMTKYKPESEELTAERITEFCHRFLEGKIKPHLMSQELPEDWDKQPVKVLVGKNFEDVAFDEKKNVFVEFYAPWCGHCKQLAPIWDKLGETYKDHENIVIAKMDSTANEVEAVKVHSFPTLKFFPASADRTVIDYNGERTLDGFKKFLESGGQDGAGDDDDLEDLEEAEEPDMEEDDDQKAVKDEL
CF NFkB block – cystic fibrosis NF-kB activation inhibition. KKLEB NF-kB-GFP reporter, PAF-induced, GFP fluorescence overnight. inhibition, % at 5 µM. 360,000 tested, 0.86% active;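 active means at least 50% inhibition at 5 µM, scaled per plate between neutral and stimulator controls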;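 further: PAF is a Pseudomonas aeruginosa culture filtrate used as stimulus; plate controls were PAF-stimulated DMSO wells for no effect and unstimulated DMSO wells for full effect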
Shn3 inh set2 – reduces Shn3 3'UTR luciferase signal in osteoblasts; Clone20 osteoblast Shn3 3'UTR firefly luciferase, 24 h; inhibition, % at 12.5 µM; 360,000 tested, 0.52% active;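 active means mean inhibition of at least 75% with every replicate also reaching 75%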;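 further: 0% = median of neutral control wells and 100% = pilot-screen positive control compound; some compounds past the cut are filed as inactive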
The depositor's hits bear a star; / = no result given.

SMILES	KKLEB tox	Peg3 promoter	CaV13 ICDI inh	Vif inh	HIF-2a block	TRPM1 prom inh	NR2E3 ag-1	NR2E3 ag-2	PDI turbidity	CF NFkB block	Shn3 inh set2
C#CCOC(=O)C1=CCCN(C)C1	-5.5	3.1	-4.7	0.3	-0.6	5.5	-30.9	1.7	1.9	-5.9	-11.1
Cn1c(O)c(/C=C2/C=CC=N2)c(=O)[nH]c1=O	2.3	11.4	-5.6	3.2	14.2	-0.6	-11.4	0.7	-8.1	2.1	20.2
CCC[N+]12CCC(CC1)C(C(O)(c1ccccc1)c1ccccc1)C2 (centres undefined)	2.9	7.3	-3.4	-2.0	10.5	-6.9	7.8	-2.5	1.9	13.8	2.9
ClC1=CCC2CN(CCN3CCCCC3)CC2C1 (centres undefined)	-4.9	15.4	-5.7	24.6	14.2	6.3	-3.1	0.7	4.8	2.3	13.7
COC(=O)C1=C(c2cccc(OC)c2OC)C[C@@H]2CC[C@H]1N2C(=O)NCCCOC(C)C	-6.5	-3.9	-10.7	13.7	4.8	-3.4	-15.0	4.2	-5.6	-11.4	5.0
COC(=O)C1=C(c2cc3ccccc3o2)C[C@@H]2CC[C@H]1N2C(=O)NCc1ccc(C(F)(F)F)cc1	-10.3	35.3	-6.3	1.7	14.0	2.4	-18.0	1.5	3.3	-7.1	52.8
O=P(N1CC1)(N1CC1)N1CCc2ccccc21	4.8	1.5	-7.7	2.5	12.5	6.2	-4.6	/	-5.7	-24.2	3.3
O=C1NCN(c2ccccc2)C12CCN(C(c1ccccc1)c1nnnn1Cc1ccccc1)CC2 (centres undefined)	5.9	29.4	-4.0	5.9	15.5	/	-10.4	/	/	-6.8	-10.0
COC1=CC(=O)OC(CCc2ccc3c(c2)OCO3)C1 (centres undefined)	8.4	-23.1	/	4.3	-13.5	9.8	1.6	/	/	-8.1	1.6
COC(=O)C1=C(c2ccccc2OCc2ccccc2)C[C@@H]2CC[C@H]1N2C(=O)NCc1cccc(F)c1	-14.9	17.2	-10.8	-6.3	14.2	-6.7	14.6	1.6	2.7	21.7	16.5
O=C1NC(=O)C(=Cc2ccc(N3CCOCC3)o2)C(=O)N1	-34.9	4.0	-16.4	2.1	8.2	-6.5	-10.2	-6.5	1.0	11.8	-15.7
CCCNC1=C(C)C(=O)C2=C(C1=O)C(COC(N)=O)[C@]1(OC)C3NC3CN21 (some centres undefined)	-1.0	7.1	-16.9	-5.2	14.2	-1.5	0.9	-11.7	-3.3	-6.7	6.2
Cc1ccc2[nH]c3c(c2c1)CN(C(=O)CN1C[C@H]2C[C@@H](C1)c1cccc(=O)n1C2)CC3	-11.0	-0.3	/	-0.4	9.1	0.7	-28.9	-1.1	/	9.1	-31.0
CCCCn1c(O)c(C(C)=NC(C)c2ccccc2)c(=O)[nH]c1=O (centres undefined)	-2.4	7.1	/	-8.9	-9.7	-10.7	-3.4	1.3	-0.3	-1.6	-0.6
COC(=O)C(O)(c1ccc(NC(=S)NC(=O)c2ccc(Cl)cc2Cl)cc1)C(F)(F)F (centres undefined)	4.3	8.3	-4.3	1.8	13.9	6.6	8.0	2.2	-6.8	4.6	20.3
O=C1NC2C(O)C(O)C(O)C(O)C2c2cc3c(c(O)c21)OCO3 (centres undefined)	-49.4	99.1*	-6.8	-30.9	66.5*	72.1*	98.8*	/	-3.7	86.1*	87.4*
O=[N+]([O-])c1ccc(N2CCCCC2)c2ncccc12	3.4	0.4	5.6	2.5	-17.1	-2.0	-43.8	2.3	-3.0	6.3	-7.1
Cn1c(O)c(/C=C2\C=c3ccccc3=NC2=O)c(=O)n(C)c1=O	16.1	-5.2	-6.5	7.3	20.7	-8.5	-11.9	/	-1.2	0.7	-17.4
C[C@@H]1CN([C@H](C)CO)C(=O)CCCn2nncc2CO[C@H]1CN(C)C(=O)Oc1ccc2ccccc2c1	6.8	8.3	-4.8	0.2	6.2	/	-13.6	/	-4.2	3.7	-7.4
Cc1cc(C)nc(NC2=NCCS2)n1	-11.7	6.0	-5.5	1.2	-2.1	2.7	-6.1	3.9	-3.0	4.2	7.7
CCN1CC2C3CCC(C)(O3)C2C1 (centres undefined)	1.5	10.1	-4.7	7.0	17.2	4.2	-9.2	0.3	-11.4	4.2	-10.2
CCCCn1nnnc1C(c1cccs1)N1CCC2(CC1)C(=O)NCN2c1ccccc1 (centres undefined)	5.1	12.5	-6.0	-0.7	3.5	/	4.9	/	/	-31.0	0.5
NC(=O)CN1C2CCC1CC(NC(=O)C1CC1)C2 (centres undefined)	7.4	13.8	-4.2	4.4	6.5	5.5	-6.5	1.9	0.5	-6.2	9.2
COc1ccccc1CCNC(=O)CCC(=O)N1CC2C[C@@H](C1)Cn1c2cccc1=O	-2.2	-9.1	/	-4.0	-14.6	-18.5	-31.7	-2.1	/	8.4	-7.2
COc1ccc(C(=O)C2CCCN(CC3CCCCC3)C2)cc1OC (centres undefined)	2.6	2.6	-5.0	-19.8	-4.2	/	26.7	/	-0.5	-16.6	-4.8

Just Peg3 promoter (4 entries from above):
| SMILES | Peg3 promoter |
| --- | --- |
| COC(=O)C1=C(c2ccccc2OCc2ccccc2)C[C@@H]2CC[C@H]1N2C(=O)NCc1cccc(F)c1 | 17.2 |
| O=C1NC(=O)C(=Cc2ccc(N3CCOCC3)o2)C(=O)N1 | 4.0 |
| CCCNC1=C(C)C(=O)C2=C(C1=O)C(COC(N)=O)[C@]1(OC)C3NC3CN21 (some centres undefined) | 7.1 |
| Cc1ccc2[nH]c3c(c2c1)CN(C(=O)CN1C[C@H]2C[C@@H](C1)c1cccc(=O)n1C2)CC3 | -0.3 |

(next part)
SMILES	KKLEB tox	Peg3 promoter	CaV13 ICDI inh	Vif inh	HIF-2a block	TRPM1 prom inh	NR2E3 ag-1	NR2E3 ag-2	PDI turbidity	CF NFkB block	Shn3 inh set2
COC(=O)C1=C(c2cccc(OCc3ccccc3)c2)C[C@@H]2CC[C@H]1N2C(=O)NCc1ccc(N(C)C)cc1	-1.5	16.1	-4.0	2.9	-1.2	12.2	-19.8	4.2	-3.3	-24.2	42.4
C=CCC1(CN2CCCC2=O)C(=O)NC(=O)NC1=O	1.0	18.4	/	10.9	9.7	4.8	-14.3	-1.9	2.5	-4.8	0.2
CC1CN(c2ccccn2)C(C)CN1C(=O)C(O)(c1ccccc1)c1ccccc1 (centres undefined)	-5.5	12.8	-4.5	-4.4	6.6	3.3	0.4	/	-1.2	-8.3	20.7
C[C@]12CC[C@@H](O)CC1=CCC1C2CC[C@]2(C)C(=O)[C@H](F)CC12 (some centres undefined)	-15.3	6.5	-4.0	-1.4	3.5	-7.5	6.8	/	-1.1	49.6	5.9
CCCn1c(C)cc(C=O)c1C	-6.4	-3.8	-6.3	9.5	4.1	6.4	6.0	0.5	-1.8	-1.9	-3.7
Clc1ccc(Cn2ccnc2)cn1	4.9	4.8	-4.1	10.2	1.6	-9.4	-6.6	1.9	0.2	7.1	-7.9
COc1cccc(-n2c(-c3ccoc3)nc3ccccc3c2=O)c1	-40.1	-3.8	-8.2	2.6	3.3	/	-4.6	0.4	7.1	-20.6	2.1
CC(=O)Nc1ccc(OC(=O)N(C)C)cc1	1.3	-6.3	-3.6	9.6	-13.4	-8.4	-15.1	-1.7	23.6	4.7	5.1
Cc1cccc(OCC(=O)N2CCN(Cc3cccnc3)CC2)c1	3.5	-21.6	-1.2	-15.9	-27.7	-6.5	-10.5	1.6	-9.3	-4.5	25.9
CCOc1ccc(NC(=O)c2c(C)nn(Cc3ccccc3)c2Cl)cc1	-0.4	0.2	-4.3	-10.1	-8.6	-7.1	-37.6	0.3	-0.9	-2.2	0.2
CSCCC(c1nnnn1Cc1ccccc1)N1CCC2(CC1)C(=O)NCN2c1ccccc1 (centres undefined)	10.1	21.6	-9.2	-0.8	8.9	/	12.7	/	/	-33.0	1.9
COc1ccc(NC(=O)c2cn(CCC#N)nc2-c2cccc(Br)c2)cc1	-2.7	-16.4	-1.1	-5.1	13.3	-9.0	-31.6	-4.3	-2.1	13.4	10.7
O=C(Nc1ccc(Cl)cc1C(=O)c1ccccc1Cl)c1ccco1	-27.1	-34.3	-3.7	0.4	10.4	1.9	-3.8	0.5	-0.7	28.2	16.6
CCOc1cc2c(cc1OCC)-n1cccc1C(c1cccc(OCC)c1O)NC2 (centres undefined)	-18.3	11.4	-4.6	-10.4	21.7	7.0	0.7	-0.6	-22.2	17.8	25.3
CC(=O)N1N=C(c2cccnc2)OC1c1ccccc1Cl (centres undefined)	-2.4	21.2	-1.9	11.5	18.4	2.0	-26.0	4.2	0.3	1.2	8.3
CC1CN=C(Nc2cccc3ccccc23)S1 (centres undefined)	-10.2	-51.7	-7.5	-0.9	-61.1	-15.0	-19.8	6.4	4.3	-6.5	-12.1
COC(=O)C1=C(c2ccc(F)cc2F)C[C@@H]2CC[C@H]1N2C(=O)N1CCC(C)CC1	8.9	1.8	-6.1	-3.7	4.7	4.6	-6.8	3.2	2.1	11.2	7.9
O=C(N1CCCCCC1)N1CC1	-2.6	-9.6	-9.0	6.9	-1.4	6.2	-14.1	/	-6.5	-16.6	-9.6
COc1ccc2c3c1OC1C(=O)CC[C@@]4(O)[C@@H](C2)N(C)CC[C@]314 (some centres undefined)	-5.3	50.1*	/	8.3	-1.7	17.6	-11.8	/	4.8	32.3	-5.4
Cc1ccsc1C(=O)C1CCCN(Cc2cccc(OCCO)c2)C1 (centres undefined)	-0.2	7.7	-1.5	-6.1	7.6	-1.9	-16.7	0.9	4.4	19.7	-8.9
CC1OC(OC2C(O)CC(OC3C(O)CC(OC4CCC5(C)C(CCC6C5CCC5(C)C(C7=CC(=O)OC7)C(O)CC65O)C4)OC3C)OC2C)CC(O)C1O (centres undefined)	-53.9*	107.3*	-1.8	11.0	72.1*	70.3*	-24.5	/	3.6	69.7*	2.0
COC(=O)C1=C(c2cccc(OCc3ccccc3)c2)C[C@@H]2CC[C@H]1N2C(=O)NCc1ccc2[nH]ccc2c1	23.0	3.6	-2.1	-16.3	-3.0	-5.3	14.6	1.1	9.3	-16.7	20.1
Cn1c(O)c(C2=NNC(c3ccc(Cl)cc3)C2)c(=O)n(C)c1=O (centres undefined)	-3.8	-12.7	-5.1	1.8	-23.5	6.6	-10.4	0.5	11.1	19.8	12.5
O=C(C[N+]12CCC(CC1)C(C(O)(c1ccccc1)c1ccccc1)C2)c1ccc(Br)cc1 (centres undefined)	-0.6	-4.1	-4.8	8.9	-0.3	-1.2	-6.7	-0.4	0.6	-1.1	9.1
C=C(C)CSc1nnc([C@@H](N)Cc2ccccc2)o1	-0.4	-6.0	-2.2	31.8	-12.8	-20.5	-11.7	-3.3	-5.0	5.2	-6.4
CNC(=O)Oc1cccc(-c2cn3cc(OC(=O)NC)ccc3n2)c1	-10.4	-198.9	-7.1	3.3	-106.2	-39.0	5.4	2.5	3.7	16.3	-159.1

Compound activity from PubChem BioAssay.

A portion of the library. The share of hits here may be higher or lower than overall.
